Siah-1 displacement: Siah-1 peptide-binding antagonists, primary screen, biochemical, fluorescence polarization, rhodamine-plectin, uHTS (AID 1817) | Siah-1 / rhodamine-plectin peptide fluorescence polarization; higher % means a stronger effect | E3 ubiquitin-protein ligase SIAH1 (Homo sapiens) | displacement, % at 20 µM; hits with a dose series show IC50 in µM | hit rate 0.02% among 290,000;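 active = displacement of at least 50% at 20 µM, with a fluorescence ratio check between 0.3 and a set limit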;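 note: plate controls were Siah plus tracer with DMSO for no effect and tracer alone without Siah for full effect; strong numbers were not always called active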
AID2073: inhibitors of Mint1-CaV2.2 protein interaction, biochemical, HTRF (AID 2073); Voltage-dependent N-type calcium channel subunit alpha-1B (Homo sapiens); HTRF protein-protein interaction, Mint1-CaV2.2; higher % means a stronger effect; inhibition, % at 20 µM, or IC50 in µM where a hit was titrated; hit rate 0.19% among 290,000; in the data active = inhibition mostly above about 51%, no sharp cut-off; note: some results filed as inactive read as strong as hits
NOD1 inhibition: NOD1 signaling inhibitors, primary screen, cell-based, luminescence, uHTS (AID 1578); NOD1-driven NF-kB luciferase reporter cells, luminescence; higher % means a stronger effect; one-dose inhibition, % at 4 µM; EC50 in µM for titrated hits; hit rate 1% among 290,000; in the data active = inhibition mostly above about 36%, no sharp cut-off; inactive = mostly below about 34%;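 note: HEK-293T reporter cells stimulated with the NOD1 agonist gamma-tri-DAP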
GPR55 activation: GPR55 agonists via beta-arrestin recruitment, primary screen, imaging, U2OS cells, beta-arrestin-GFP redistribution (AID 1961); G-protein coupled receptor 55 (Homo sapiens); U2OS GPR55 beta-arrestin-GFP redistribution imaging; higher % means a stronger effect; activation, % at 10 µM; hits with a dose series show EC50 in µM; hit rate 0.048% among 290,000;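 active = activation above 40% with more than 50 cells counted in the well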;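 note: U2OS osteosarcoma cells stably expressing GPR55 and beta-arrestin-GFP; plate controls were DMSO negative control for no effect and LPI positive control for full effect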
GPR55 antagonists: GPR55 antagonists blocking LPI-driven arrestin recruitment, primary screen, imaging, U2OS, beta-arrestin-GFP, LPI agonist (AID 2013); G-protein coupled receptor 55 (Homo sapiens); U2OS GPR55 beta-arrestin-GFP translocation imaging, LPI antagonism; higher % means a stronger effect; inhibition, % at 10 µM; hits with a dose series show IC50 in µM; hit rate 0.13% among 290,000;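 active = spots per cell inhibited over 60%, with over 100 cells counted and total cytoplasm intensity under 500,000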;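 note: U2OS cells stably carrying GPR55 and arrestin-GFP stimulated by 5 µM LPI near EC80; imaged beta-arrestin-GFP aggregate spots per cell after agonist stimulation; plate controls were LPI-stimulated DMSO wells for no effect and DMSO wells without LPI for full effect; some results filed as inactive read as strong as hits; confirmed hits need IC50 under 10 µM and bright autofluorescent wells are also inconclusive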
KOR beta-arrestin-1: KOR antagonists, beta-arrestin recruitment, cell-based, luminescence, uHTS (AID 1778); Kappa-type opioid receptor (Homo sapiens); KOR beta-arrestin recruitment, luminescence, antagonist mode; higher % means a stronger effect; inhibition, % at 10 µM, or IC50 in µM where a hit was titrated; hit rate 0.091% among 290,000; in the data active = inhibition above about 50%; note: strong numbers were not always called active
HIV fusion peptide: inhibitors of HIV fusion peptide binding, primary screen, biochemical, uHTS, fluorescence dequenching (AID 1986) | inhibition, % at 20 µM, or IC50 in µM where a hit was titrated | cell-free peptide binding, fluorescence dequenching, 30 min; higher % means a stronger effect | hit rate 0.3% among 290,000; in the data active = inhibition mostly above about 52%, no sharp cut-off; inactive = mostly below about 76%; note: some results filed as inactive read as strong as hits
GPR35 antagonists: GPR35 antagonists blocking zaprinast-driven arrestin recruitment, primary screen, imaging, U2OS, beta-arrestin-GFP, zaprinast agonist (AID 2058); G-protein coupled receptor 35 (Homo sapiens); U2OS GPR35 beta-arrestin-GFP translocation imaging, zaprinast antagonism; higher % means a stronger effect; inhibition, % at 10 µM, or IC50 in µM where a hit was titrated; hit rate 0.052% among 290,000;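 active = inhibition of at least 50% with at least 30 cells and total cytoplasm GFP at most 10,000,000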
KOR beta-arrestin-2: KOR agonists, beta-arrestin recruitment, primary screen, cell-based, luminescence, uHTS (AID 1777); one-dose activation, % at 10 µM; EC50 in µM for titrated hits; Kappa-type opioid receptor (Homo sapiens); KOR beta-arrestin recruitment, luminescence; higher % means a stronger effect; hit rate 0.02% among 280,000; in the data active = activation above about 50%, passing the limit was not always enough; note: a part of the inactive calls stands beside numbers as strong as those of hits
* hit, by the source's call; / = not tested or not shown; [ ] = remark or other dose. These rows are one share of the data (hit frequency here may not be typical).

Field names – A = Siah-1 displacement; B = AID2073; C = NOD1 inhibition; D = GPR55 activation; E = GPR55 antagonists; F = KOR beta-arrestin-1; G = HIV fusion peptide; H = GPR35 antagonists; I = KOR beta-arrestin-2
CCOC(=O)c1c(C)[nH]c(C)c1S(=O)(=O)NCC1CCN(Cc2ccc(C)cc2)CC1
  A: -4% | B: 7% | C: -6% | D: -0.1% | E: 18% | F: -35% | G: -1.7% | H: 5% | I: -2.2%

O=C(Cc1ccccc1)NN1C(=O)C2C(C1=O)C1C=CC2C12CC2 (configuration not stated)
  A: -7% | B: -1% | C: -2% | D: 0.0% | E: 0% | F: 16% | G: 0.4% | H: -9% | I: 1.8%

COc1ccc(C(=O)N2CCC3(CC2)NCCc2[nH]cnc23)cc1OC
  A: 2% | B: 13% | C: -22% | D: -0.2% | E: 13% | F: 3% | G: 1.3% | H: -13% | I: -4.7%

C=CCOc1ccc(CNCCO)cc1OCC
  A: -2% | B: 0% | C: -26% | D: 0.1% | E: 4% | F: 24% | G: 1.4% | H: -7% | I: -1.7%

CCCn1c(=O)c(C(=O)NCc2ccccc2OC)c(O)c2ccccc21
  A: -4% | B: 29% | C: 6% | D: 1.2% | E: -1% | F: -44%[20 µM] | G: 0.9% | H: 15% | I: 8.6%

C=CCNc1nc2ccccc2nc1NS(=O)(=O)c1ccc(Cl)cc1
  A: -3% | B: 18% | C: 33% | D: 0.2% | E: 10% | F: 24% | G: 9.7% | H: 1% | I: 3.4%

O=[N+]([O-])c1cccc(S(=O)(=O)NCCc2cn3ccccc3n2)c1
  A: 1% | B: 11% | C: 10% | D: -0.1% | E: -20% | F: 31% | G: -2.6% | H: 1% | I: 0.1%

NC(=S)NNc1cccc(Cl)c1
  A: 2% | B: -13% | C: -2% | D: -0.1% | E: 16% | F: 11% | G: 0.0% | H: -11% | I: -6.5%

CC(C)(C)c1ccc(NC(=O)CCNC(=O)c2ccco2)cc1
  A: 2% | B: -1% | C: -22% | D: 0.3% | E: 7% | F: -3% | G: -1.1% | H: 2% | I: -0.2%

CSc1ccc(N=Nc2c(C)[nH]n(C)c2=O)cc1
  A: 0% | B: -3% | C: 1% | D: 0.8% | E: 3% | F: 14% | G: -3.1% | H: -2% | I: -5.1%

CCCCN(CCCC)CP(=O)(c1ccccc1)c1ccccc1
  A: 0% | B: -4% | C: 4% | D: -0.1% | E: 14% | F: 4% | G: 0.3% | H: 15% | I: 0.6%

COCCn1cnnc1SCC(=O)Nc1cc(OC)c([N+](=O)[O-])cc1C
  A: 11% | B: -2% | C: -6% | D: -0.3% | E: 25% | F: 25% | G: -3.0% | H: 8% | I: -4.3%

COc1ccc(-n2c(CN3CCC(C)CC3)nc3ccc([N+](=O)[O-])cc3c2=O)c(OC)c1
  A: 4% | B: 8% | C: 2% | D: 0.2% | E: 10% | F: 3% | G: -2.2% | H: 5% | I: 0.4%

Cc1ccc(OCCCCn2ccnc2)c(Cl)c1
  A: 2% | B: 4% | C: -21% | D: 0.2% | E: -12% | F: -3% | G: -1.7% | H: -2% | I: 0.3%

Cc1ccc(S(=O)(=O)N2CCC(=O)N(CCOC(=O)Nc3cc(C)cc(C)c3)CC2)cc1
  A: -1% | B: -5% | C: -38% | D: 0.6% | E: 8% | F: -24% | G: -2.0% | H: -4% | I: -1.3%

CCOC(=O)c1c(S(=O)(=O)N2CCCC(C(=O)Nc3ncccc3C)C2)c(C)n(C)c1C (configuration not stated)
  A: -7% | B: 20% | C: -16% | D: -0.3% | E: 10% | F: -17% | G: 4.5% | H: 11% | I: -4.8%

CCCCCC(=O)O/N=C(\C)c1ccn(S(=O)(=O)c2ccccc2)c1
  A: 10% | B: 8% | C: -4% | D: 0.4% | E: 11% | F: 24% | G: 0.0% | H: 7% | I: -3.1%

Cc1ccc(S(=O)(=O)NC(=O)NCC2CCN(S(=O)(=O)c3ccccc3)CC2)cc1
  A: -5% | B: 16% | C: 20% | D: -0.2% | E: 3% | F: -12% | G: 0.0% | H: -8% | I: 3.8%

COc1ccc(CCNCc2c(-c3ccccc3)n(C)c3ccccc23)cc1
  A: -2% | B: 4% | C: -7% | D: 0.0% | E: 19% | F: -18% | G: 2.4% | H: -2% | I: -1.5%

Cc1c(OCC(=O)NC2CC(C)(C)NC(C)(C)C2)ccc2c3c(c(=O)oc12)CCC3
  A: -3% | B: 18% | C: -12% | D: -0.2% | E: 6% | F: 9% | G: -0.4% | H: 9% | I: 9.9%

O=S(=O)(c1ccccc1)N1CCN(C(=S)NCc2ccccc2)CC1
  A: 0% | B: 24% | C: -42% | D: 0.5% | E: 1% | F: 2% | G: 1.6% | H: 2% | I: -6.0%

CCN(Cc1nc2ccccc2c(=O)[nH]1)Cc1cc(=O)oc2cc(OC)ccc12
  A: 6% | B: 6% | C: -16% | D: -0.1% | E: 2% | F: 24% | G: 2.3% | H: 6% | I: -7.8%

CCc1cccc(C)c1NC(=S)NCc1ccccc1
  A: -5% | B: -4% | C: -4% | D: -0.3% | E: 13% | F: 9% | G: -2.5% | H: -14% | I: -0.2%

COc1ccc(-c2c(=O)n(OCc3nc4ccccc4[nH]3)c3ccccc3[n+]2[O-])cc1
  A: -8% | B: 9% | C: -4% | D: -0.1% | E: 7% | F: 3% | G: -1.1% | H: -2% | I: -0.6%

COc1ccc(C2CC(c3ccccc3)=NN2c2ccc(/C=N/NC(=O)c3ccncc3)cc2)cc1 (configuration not stated)
  A: -6% | B: 52% | C: 48% | D: 0.2% | E: 1% | F: -5% | G: 18% | H: -4% | I: -1.6%

O=C(Nc1nsc(-c2ccccc2)n1)c1cccs1
  A: -8% | B: 1% | C: -5% | D: -0.4% | E: -11% | F: -10% | G: -0.6% | H: 2% | I: -3.7%

Cc1c(Cl)cccc1NC(=O)CC1SC(=NCC2CCCO2)NC1=O (configuration not stated)
  A: -1% | B: 1% | C: -10% | D: -0.1% | E: -4% | F: -8% | G: -0.1% | H: -8% | I: -0.2%

N/C(=N\OC(=O)CCC1CCCC1)c1cccnc1
  A: 5% | B: 6% | C: -21% | D: -0.3% | E: 11% | F: -9% | G: -0.3% | H: 5% | I: -2.2%

COc1ccc(C)cc1S(=O)(=O)Nc1cccc(SC)c1
  A: -3% | B: -5% | C: -7% | D: -0.1% | E: -4% | F: 30% | G: -3.2% | H: -9% | I: -1.6%

CCn1cc([N+](=O)[O-])c(C(=O)N2N=C3/C(=C/c4cccs4)CCCC3C2c2cccs2)n1 (configuration not stated)
  A: 4% | B: 11% | C: 31% | D: 0.4% | E: 7% | F: 1% | G: 0.8% | H: -1% | I: -2.0%

Of the compounds above, 3 have an aryl thioether with sulfur outside any ring.
Field names – A = Siah-1 displacement; B = AID2073; C = NOD1 inhibition; D = GPR55 activation; E = GPR55 antagonists; F = KOR beta-arrestin-1; G = HIV fusion peptide; H = GPR35 antagonists; I = KOR beta-arrestin-2
CSc1ccc(N=Nc2c(C)[nH]n(C)c2=O)cc1
  A: 0% | B: -3% | C: 1% | D: 0.8% | E: 3% | F: 14% | G: -3.1% | H: -2% | I: -5.1%

COCCn1cnnc1SCC(=O)Nc1cc(OC)c([N+](=O)[O-])cc1C
  A: 11% | B: -2% | C: -6% | D: -0.3% | E: 25% | F: 25% | G: -3.0% | H: 8% | I: -4.3%

COc1ccc(C)cc1S(=O)(=O)Nc1cccc(SC)c1
  A: -3% | B: -5% | C: -7% | D: -0.1% | E: -4% | F: 30% | G: -3.2% | H: -9% | I: -1.6%

(list continues)
Field names – A = Siah-1 displacement; B = AID2073; C = NOD1 inhibition; D = GPR55 activation; E = GPR55 antagonists; F = KOR beta-arrestin-1; G = HIV fusion peptide; H = GPR35 antagonists; I = KOR beta-arrestin-2
CCOC(=O)c1c(NC(=O)Cc2cccs2)sc(C(=O)N2CCCCC2)c1C
  A: 5% | B: -6% | C: -14% | D: -0.2% | E: -2% | F: 4% | G: -2.6% | H: 3% | I: 3.7%

O=C(CCN1Cc2ccccc2C1)c1ccc2c(c1)OCCO2
  A: -1% | B: 6% | C: 32% | D: -0.4% | E: 8% | F: 9% | G: -1.7% | H: 12% | I: 2.2%

Cc1ccc(C2CC(=O)NC(SCC(=O)Nc3nccs3)=C2C#N)cc1 (configuration not stated)
  A: 4% | B: -7% | C: -16% | D: -0.3% | E: -2% | F: 24% | G: 1.9% | H: -1% | I: 0.4%

O=C(COC(=O)c1ccc(N2CCOCC2)c([N+](=O)[O-])c1)Nc1ccc2c(c1)OCO2
  A: -1% | B: 2% | C: -32% | D: 0.1% | E: 18% | F: -1% | G: 0.3% | H: -6% | I: 5.6%

CCCOc1ccc(-c2c(C(=O)N/N=C/C3CCCCC3)nnn2-c2nonc2N)cc1
  A: 5% | B: -2% | C: -28% | D: 0.7% | E: 3% | F: 1% | G: -1.6% | H: 9% | I: -2.5%

COc1cccc(-n2c(SC)nnc2-c2cnccn2)c1
  A: 2% | B: 10% | C: -22% | D: -0.3% | E: -3% | F: 27% | G: -1.1% | H: -11% | I: 0.9%

O=C(Nc1ccccc1)N1CCCCC1c1cccnc1 (configuration not stated)
  A: 1% | B: -3% | C: / | D: -0.2% | E: -9% | F: 2% | G: -1.6% | H: 16% | I: 5.4%

O=C(Nc1cccc(-c2cn3cccnc3n2)c1)c1ccc2c(c1)OCO2
  A: 3% | B: 8% | C: / | D: -0.1% | E: -1% | F: 29% | G: -0.6% | H: 7% | I: -2.0%

CC(C)C[C@@H](CC#N)N1CCN(Cc2ccccc2)CCC1=O
  A: 3% | B: 16% | C: 4% | D: -0.1% | E: 14% | F: -8%[20 µM] | G: 0.7% | H: 16% | I: -3.4%

CCN(c1ccc(OC)cc1)S(=O)(=O)c1cc(-c2cc(C)no2)ccc1C(C)C
  A: -4% | B: 5% | C: 4% | D: -0.1% | E: 2% | F: 3% | G: -0.4% | H: 10% | I: 0.6%

COc1ccc(O)c(C(=O)c2cc(C#N)c(=O)n(CCN3CCOCC3)c2)c1
  A: 0% | B: -9% | C: -10% | D: 0.0% | E: -13% | F: -17% | G: 0.8% | H: -3% | I: 0.8%

COc1ccc(CN2CCC(CO)(Cc3ccccc3C(F)(F)F)CC2)c(F)c1
  A: 15% | B: 10% | C: -16% | D: -0.3% | E: -5% | F: -9% | G: 0.8% | H: -6% | I: -5.3%

O=C(NC1CCN(S(=O)(=O)c2ccc(F)cc2)CC1)c1ccccc1
  A: 7% | B: 2% | C: -12% | D: -0.1% | E: 2% | F: -21% | G: 2.8% | H: -3% | I: 3.6%

CC(=O)N1c2ccc(S(=O)(=O)NCCC(=O)Nc3ccc(C)c(F)c3)cc2CC1C (configuration not stated)
  A: 11% | B: -4% | C: -17% | D: 0.2% | E: 5% | F: -6% | G: 2.9% | H: 4% | I: -5.0%

Assay outcomes from PubChem.
